C diff HTS = C. difficile growth inhibitors, primary screen, HTS; Clostridium difficile clinical isolate growth, OD600, 24 h; hits give low values; growth activity, negative = inhibition, % at 16 µg/mL (by protocol); actives 0.25% (n = 86,000);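 active = mean growth activity at or below -80% and every replicate also at or below -80%; inconclusive = mean at or below -80% but some replicate above -80%; inactive = mean growth activity above -80%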;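 also: 0% = DMSO wells and -100% = levofloxacin 16 µg/mL wells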
Tcruzi prolif = T. cruzi intracellular proliferation inhibitors, primary screen, cell-based, beta-gal Tulahuen parasites, NIH3T3 host, luminescence; AID 624255, 2012; inhibition, % at 8.34 µM; actives 5.9% (n = 77,000); T. cruzi beta-gal in NIH3T3, GalScreen luminescence, 90 h;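 active = mean inhibition above about 93%, with at least 55% of replicates each passing it, limit read from the data, passing the limit was not always enough; inconclusive = only one of those two conditions holds; inactive = neither condition holds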
KDM4C inh = inhibitors of GASC-1 (KDM4C) histone demethylase, primary screen, biochemical, single concentration HTS; actives 0.15% (n = 96,000); GST-KDM4C 2-372, H3K9me3 peptide, LANCE TR-FRET; inhibition, % at 12.5 µM;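 active = mean replicate inhibition above about 25%, with at least 55% of replicates also reaching it, limit read from the data, passing the limit was not always enough; inconclusive = only one of those two conditions met; inactive = neither condition met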
Target sequence (Q9H3R0 2-372 limits assumed): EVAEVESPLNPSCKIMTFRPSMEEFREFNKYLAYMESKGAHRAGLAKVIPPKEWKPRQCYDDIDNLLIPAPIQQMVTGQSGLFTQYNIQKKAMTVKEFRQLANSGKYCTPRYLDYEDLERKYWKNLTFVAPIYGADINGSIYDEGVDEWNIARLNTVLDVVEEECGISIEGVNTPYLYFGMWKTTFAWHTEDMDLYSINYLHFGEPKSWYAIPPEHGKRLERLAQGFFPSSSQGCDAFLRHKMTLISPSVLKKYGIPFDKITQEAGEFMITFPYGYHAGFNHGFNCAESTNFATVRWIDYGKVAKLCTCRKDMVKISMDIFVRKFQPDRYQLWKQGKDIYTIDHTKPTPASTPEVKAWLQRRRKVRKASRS
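Compound: one test concentration per compound; Material: GST-GASC-1 enzyme fragment 2-372; Amount: GASC-1 enzyme at 10 nM final in reaction; Also added: H3K9me3 peptide substrate, Fe(II), 2-oxoglutarate; Technique: LANCE TR-FRET; Times: 30 min demethylation and 1 h detection at room temperature.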
Pf Dd2 inh = P. falciparum Dd2 growth inhibitors, primary screen, SYBR Green fluorescence, single dose replicates | 72 h; hits give low values | activity change, % at 10 µM | actives 2.3% (n = 94,000) | AID 1159554, 2015; in the data active = activity change below about -80%; inconclusive = no clear call, values can overlap the other calls
The depositor's hits bear a star; ? = inconclusive; . = no result given; & = joins results of further samples. Outcome played no part in choosing rows; about 7.3% have a hit in one of these screens.

SMILES	C diff HTS	Tcruzi prolif	KDM4C inh	Pf Dd2 inh
CN1c2ccc(C#Cc3cccnc3)cc2[C@@H]2[C@@H](CCN2S(=O)(=O)c2cccc(F)c2)[C@H]1CO	-4.2	37.4	-0.4	-50.6
COc1ccccc1C#Cc1ccc([C@@H]2[C@@H](CO)N3CCCCN(C(=O)C4CCC4)C[C@H]23)cc1	12.3	87.5	0.5	-1.1
C[C@@H]1CN([C@@H](C)CO)C(=O)Cc2cc(NC(=O)Cc3ccccc3)ccc2O[C@H]1CN(C)Cc1ccc(C(=O)Nc2ccccc2N)cc1	10.0	.	16.9	-16.1
C[C@@H]1CN([C@@H](C)CO)C(=O)Cc2cc(NC(=O)Nc3cccc4ccccc34)ccc2O[C@@H]1CN(C)CC1CCCCC1	2.8	83.6	-2.4	-3.0
Cc1noc(C)c1NC(=O)N(C)C[C@H]1OCc2ccccc2-c2c(n(C)c3ccccc23)C(=O)N([C@H](C)CO)C[C@H]1C	-2.1	2.1	-3.5	-20.5
COc1ccc(NC(=O)Nc2ccc3c(c2)C(=O)N([C@@H](C)CO)C[C@@H](C)[C@H](CN(C)Cc2ccc(Cl)c(Cl)c2)O3)cc1	.	91.8	-0.8	-13.2
CC=Cc1ccc2n(c1=O)C[C@@H]1[C@@H](CO)[C@H](C(=O)NC3CCCC3)N(C(=O)C3CC3)[C@H]21 (mixture of isomers)	-0.9	.	1.7	0.3
C[C@H]1CN([C@@H](C)CO)C(=O)c2cc(C#CC3CCCCC3)cnc2O[C@H]1CN(C)S(=O)(=O)c1ccc(F)cc1	-4.7&-2.0	43.1&69.1	-2.1	-41.2&-57.7
C[C@H]1CN([C@@H](C)CO)S(=O)(=O)c2ccc(-c3ccc(F)cc3)cc2O[C@H]1CN(C)C(=O)Nc1ccc(F)cc1	.	120.3*	-1.3	-24.5
CCC(=O)N1C[C@H](C)[C@@H](OC)CN(C)C(=O)c2ccc(NC(=O)C3CCCCC3)cc2OC[C@@H]1C	-4.6	.	0.3	-23.6
C[C@@H]1CN([C@@H](C)CO)C(=O)c2cccc(NC(=O)CCCCCC(=O)Nc3ccccc3N)c2O[C@H]1CN(C)CC1CCCCC1	-4.6	.	4.8	-88.9*
O=C(c1cccnc1)N1CC(=O)N2[C@H](CO)[C@@H](c3ccc(C#CCC4CCCC4)cc3)[C@@H]2C1	-18.4	.	-2.0	1.9
C[C@@H]1CN([C@@H](C)CO)C(=O)CCCn2nncc2CO[C@H]1CN(C)S(=O)(=O)c1cccs1	.	-35.3	.	24.6
COc1ccc2c3c([nH]c2c1)[C@H](CO)N(Cc1cc(F)ccc1F)CC31CN(C(C)=O)C1	9.3	.	-2.6	?
O=C(NC[C@@H]1N[C@@H](CO)[C@H]1c1ccccc1)c1ccccc1F	-2.4	16.7	3.8	4.7
COc1ccc(S(=O)(=O)N(C)C[C@@H]2Oc3ccc(NC(=O)Nc4ccc(F)cc4)cc3CC(=O)N([C@H](C)CO)C[C@H]2C)cc1	-6.8	-3.4	6.1	-20.6
C[C@@H]1CN([C@@H](C)CO)S(=O)(=O)c2ccc(C#Cc3ccccc3)cc2O[C@H]1CN(C)C(=O)C1CC1	-15.0	67.4	-0.6	-89.3*
C[C@H](O)C#Cc1cnc2c(c1)C(=O)N([C@H](C)CO)C[C@@H](C)[C@@H](CN(C)C(=O)Cc1ccncc1)O2	-3.3	.	2.3	13.5
COc1cccc(C#Cc2ccc([C@@H]3[C@H]4CN(C(=O)c5ccccc5)CC(=O)N4[C@H]3CO)cc2)c1	-4.9	.	-1.8	-48.4
COc1ccc(C#Cc2ccc3c(c2)O[C@@H](CN(C)C(C)=O)[C@H](C)CN([C@@H](C)CO)S3(=O)=O)cc1	-10.8	69.2	-2.7	-57.7
C[C@@H]1CN([C@@H](C)CO)C(=O)Cc2cc(NC(=O)Cn3cnnn3)ccc2O[C@H]1CN(C)C(=O)Nc1ccc(F)cc1	.	-0.7	0.3	29.4
C[C@@H]1CN([C@H](C)CO)C(=O)c2cccc(N(C)C)c2O[C@@H]1CN(C)C(=O)Nc1ccccc1	-3.5	-10.3	1.8	11.1
CCCC(=O)Nc1ccc2c(c1)C(=O)N(C)[C@@H]1CC[C@H](CC(=O)N3CCCCC3)O[C@@H]1CO2	-3.8	1.2	2.3	5.2
CNC[C@@H]1Oc2ccc(NC(=O)Nc3ccc(F)cc3)cc2C(=O)N([C@@H](C)CO)C[C@@H]1C	1.3&-0.7	.	-0.1	9.4

The list goes on; the last 4 above are carried over.
SMILES	C diff HTS	Tcruzi prolif	KDM4C inh	Pf Dd2 inh
C[C@@H]1CN([C@@H](C)CO)C(=O)Cc2cc(NC(=O)Cn3cnnn3)ccc2O[C@H]1CN(C)C(=O)Nc1ccc(F)cc1	.	-0.7	0.3	29.4
C[C@@H]1CN([C@H](C)CO)C(=O)c2cccc(N(C)C)c2O[C@@H]1CN(C)C(=O)Nc1ccccc1	-3.5	-10.3	1.8	11.1
CCCC(=O)Nc1ccc2c(c1)C(=O)N(C)[C@@H]1CC[C@H](CC(=O)N3CCCCC3)O[C@@H]1CO2	-3.8	1.2	2.3	5.2
CNC[C@@H]1Oc2ccc(NC(=O)Nc3ccc(F)cc3)cc2C(=O)N([C@@H](C)CO)C[C@@H]1C	1.3&-0.7	.	-0.1	9.4
C[C@H](CO)N1C[C@H](C)[C@H](CN(C)C(=O)Nc2ccccc2F)Oc2ncc(-c3cccc(F)c3)cc2C1=O	-4.9	49.3	0.9	7.3
COC(=O)C[C@@H]1CC[C@@H]2[C@@H](COc3ccc(NC(=O)c4cccs4)cc3C(=O)N2C)O1	-1.7	-16.6	-0.6	-5.4
CCNC(=O)Nc1ccc2c(c1)C(=O)N(C)[C@H]1CC[C@H](CC(=O)NCc3cccc(F)c3)O[C@H]1CO2	-2.0	40.7	-0.4	-8.0
CN1C(=O)c2cc(NC(=O)C3CCOCC3)ccc2OC[C@H]2O[C@H](CC(=O)NCc3ccc4c(c3)OCO4)CC[C@H]21	-0.5	-49.1	1.3	.
C[C@@H]1CN([C@H](C)CO)C(=O)c2cc(NS(=O)(=O)c3cccs3)ccc2O[C@@H](C)CCCCO[C@@H]1CN(C)C(=O)c1ccncc1	.	.	1.1	8.2
COc1ccc(S(=O)(=O)N(C)C[C@@H]2Oc3ccc(NC(=O)C4CC4)cc3C(=O)N([C@H](C)CO)C[C@@H]2C)cc1	4.2	2.8	0.7	-0.4
O=C(C[C@H]1C[C@@H]2c3cc(NC(=O)CC4CC4)ccc3O[C@@H]2[C@@H](CO)O1)NCc1cc(F)ccc1F	1.8	34.3	-0.6	-16.8
C[C@@H]1CN([C@H](C)CO)C(=O)c2cc(NS(=O)(=O)c3ccc(Cl)cc3)ccc2O[C@H]1CN(C)S(=O)(=O)c1cn(C)cn1	-3.2	75.8	-1.1	4.4
N#Cc1ccc(-c2ccc3c(c2)[C@@H]2[C@@H](CCN2C(=O)Cc2ccncc2)[C@@H](CO)N3)cc1	-9.6	108.5*	-2.8	-62.1
O=C(N[C@@H]1CC[C@H](CCNS(=O)(=O)c2cccc(Cl)c2)O[C@@H]1CO)c1ccccc1	-0.3	12.5	-0.3	10.9
C[C@H]1CN([C@@H](C)CO)C(=O)c2cc(NC(=O)CCCN(C)C)ccc2O[C@@H]1CN(C)S(=O)(=O)c1ccc(F)cc1	-0.9	-19.6	-0.6	10.0
C[C@@H]1CN([C@@H](C)CO)C(=O)c2cc(NC(=O)Nc3ccc(F)cc3)ccc2O[C@@H](C)CCCCO[C@H]1CN(C)Cc1ccc(C(F)(F)F)cc1	.	109.5*	-0.4	?
COC(=O)[C@H]1[C@H](CO)[C@H]2Cn3c(ccc(-c4cccc(OC)c4)c3=O)[C@H]2N1CC1CC1	12.5	74.7	3.8	0.0
COc1ccc(NC(=O)N(C)C[C@@H]2Oc3ccc(NC(=O)Cc4ccccc4)cc3C(=O)N([C@@H](C)CO)C[C@@H]2C)cc1	-3.0	7.8	-0.3	-6.8
CC(C)NC(=O)Nc1ccc2c(c1)C(=O)N([C@H](C)CO)C[C@@H](C)[C@H](CN(C)CC1CC1)OCCCC[C@H](C)O2	-1.5	26.7	3.2	20.6
OC[C@H]1[C@@H](c2ccc(C#Cc3ccccc3F)cc2)[C@@H]2CN(CC3CCOCC3)CCCCN12	-6.0	85.1	1.3	-57.6
CCC(=O)Nc1ccc2c(c1)OC[C@H](C)N(C(=O)Cc1ccccn1)C[C@@H](C)[C@@H](OC)CN(C)C2=O	.	10.5	-0.2	-8.9
COc1ccc(NC(=O)N(C)C[C@H]2Oc3ncc(C#CCN(C)C)cc3C(=O)N([C@H](C)CO)C[C@H]2C)cc1	-0.7	.	4.0	-5.0
C[C@H](CO)N1C[C@H](C)[C@H](CN(C)C(=O)Nc2cccc(Oc3ccccn3)c2)OCc2cn(nn2)CCCC1=O	1.7	86.0	0.4	-2.8
CC(=O)N(C)C[C@@H]1Oc2ncc(C#Cc3ccccn3)cc2C(=O)N([C@H](C)CO)C[C@@H]1C	-2.7	64.1	-0.4	22.5
COc1ccc(C#Cc2ccc3c(c2)O[C@H](CN(C)C)[C@H](C)CN([C@@H](C)CO)S3(=O)=O)cc1	-3.2	52.6	-2.6	-24.3
C[C@@H]1CN([C@H](C)CO)C(=O)c2cc(NS(C)(=O)=O)ccc2O[C@@H]1CN(C)CC1CCCCC1	7.0	28.0	0.7	35.5
C[C@@H]1CN([C@H](C)CO)C(=O)Cc2cc(NC(=O)Nc3ccc4c(c3)OCO4)ccc2O[C@@H]1CN(C)S(=O)(=O)c1cn(C)cn1	-4.9	8.3	1.4	7.8
CCCC#Cc1ccc2c(c1)O[C@@H](CN(C)C(=O)C1CCCCC1)[C@@H](C)CN([C@H](C)CO)S2(=O)=O	5.4	73.7	-0.4	-31.6
CC(C)NC(=O)Nc1ccc2c(c1)C(=O)N([C@@H](C)CO)C[C@H](C)[C@H](CN(C)Cc1ccc(C(=O)O)cc1)OCCCC[C@H](C)O2	2.5	-20.1	1.9	-22.0
CCCNC(=O)N1[C@H](C#N)[C@H](c2ccccc2-c2ccccc2F)[C@@H]1CO	-1.4	.	0.2	-13.3
CCCN1C[C@H](C)[C@@H](OC)CN(C)C(=O)c2cc(NC(=O)Nc3ccccc3F)ccc2OC[C@H]1C	.	12.3	0.2	-43.7
CC(C)NC(=O)N(C)C[C@@H]1Oc2ccc(NC(=O)Nc3ccc4c(c3)OCO4)cc2CC(=O)N([C@H](C)CO)C[C@H]1C	-2.5	-1.5	-1.6	18.1
C[C@@H]1CN([C@H](C)CO)C(=O)c2cccc(NS(=O)(=O)c3cccs3)c2O[C@H]1CN(C)S(=O)(=O)c1ccc(F)cc1	-8.3	-4.1	-1.6	26.6
O=C(NCCCN1CCOCC1)[C@@H]1[C@@H](CO)[C@@H]2Cn3c(cccc3=O)[C@H]1N2C(=O)C1CCCC1	34.3	.	-0.1	35.7
Cc1ccc(S(=O)(=O)Nc2ccc3c(c2)C(=O)N([C@H](C)CO)C[C@@H](C)[C@H](CN(C)Cc2ccncc2)O3)cc1	-1.7	3.6	2.5	-7.6
O=C(O)[C@@H]1[C@@H](CO)[C@@H]2Cn3c(ccc(C4=CCCCC4)c3=O)[C@@H]2N1C(=O)Cc1cccnc1	-3.0	.	-0.8	3.2
COc1ccc(-c2cn(CC[C@H]3CC[C@@H](NS(=O)(=O)c4ccccc4C)[C@H](CO)O3)nn2)cc1	-1.6	49.9	1.1	9.3
C/C=C/c1ccc2c(c1)O[C@H](CN(C)C(=O)CC)[C@H](C)CN([C@@H](C)CO)S2(=O)=O	-1.7	-9.5	-2.8	64.2
CCC(=O)N1CC2(CCN(S(C)(=O)=O)CC2)c2c(n(C)c3cc(OC)ccc23)[C@H]1CO	5.1	.	0.5	19.4
C[C@@H]1CN([C@H](C)CO)C(=O)c2cc(NC(=O)Nc3ccc(F)cc3)ccc2O[C@@H](C)CCCCO[C@@H]1CN(C)S(=O)(=O)c1ccc(F)cc1	-9.0	67.3	-0.5	-79.8
C[C@@H]1CN([C@H](C)CO)C(=O)CCCn2cc(nn2)CO[C@@H]1CN(C)Cc1ccc(C(=O)O)cc1	3.1	.	1.1	27.5
Cc1ccc(S(=O)(=O)N(C)C[C@H]2OCCCC[C@@H](C)Oc3ccc(NS(=O)(=O)c4ccc(F)cc4)cc3C(=O)N([C@H](C)CO)C[C@H]2C)cc1	0.8	108.9*	-0.7	-75.9
CN(C)CC(=O)N1[C@H](CO)[C@@H](c2ccc(C#CC3CC3)cc2)[C@@H]1C#N	4.0	94.8	0.6	7.7
C[C@@H]1CN([C@@H](C)CO)C(=O)c2cc(C#Cc3ccccc3)cnc2O[C@H]1CN(C)C(=O)c1ccccn1	-3.0	108.2*	0.0	-3.1
C[C@@H]1CN([C@H](C)CO)C(=O)c2cc(NS(=O)(=O)c3ccccc3)ccc2O[C@H]1CN(C)C(=O)Nc1cccc2ccccc12	-8.8	7.5	3.6	-7.9
